High-throughput results: PubChem BioAssay, The Scripps Research Institute Molecular Screening Center
FBW7 activator – FBW7 E3 ligase activators, primary screen, biochemical, AlphaScreen, human. F-box/WD repeat-containing protein 7 (Homo sapiens), Q969H0. AlphaScreen FBW7–phospho-cyclin E peptide binding, activator screen. normalized activity (activation), % at 26.1 µM. 650,000 tested, 0.13% active; in the data active means normalized activity above about 1.9%;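 further: purified mutant Fbw7 with reduced substrate affinity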
GPR151 ag – activators of human GPR151, primary screen, cell-based, PathHunter beta-arrestin, luminescence; 650,000 tested, 1% active; PathHunter beta-arrestin GPR151 cells; AID 1508602, 2020; G-protein coupled receptor 151 (Homo sapiens), Q8TDV0; activation, % at 11.2 µM; in the data active means activation above about 4.9%;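 further: 0% = median of compound wells and 100% = cells with positive control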
Target sequence (Q8TDV0 whole entry, looked up): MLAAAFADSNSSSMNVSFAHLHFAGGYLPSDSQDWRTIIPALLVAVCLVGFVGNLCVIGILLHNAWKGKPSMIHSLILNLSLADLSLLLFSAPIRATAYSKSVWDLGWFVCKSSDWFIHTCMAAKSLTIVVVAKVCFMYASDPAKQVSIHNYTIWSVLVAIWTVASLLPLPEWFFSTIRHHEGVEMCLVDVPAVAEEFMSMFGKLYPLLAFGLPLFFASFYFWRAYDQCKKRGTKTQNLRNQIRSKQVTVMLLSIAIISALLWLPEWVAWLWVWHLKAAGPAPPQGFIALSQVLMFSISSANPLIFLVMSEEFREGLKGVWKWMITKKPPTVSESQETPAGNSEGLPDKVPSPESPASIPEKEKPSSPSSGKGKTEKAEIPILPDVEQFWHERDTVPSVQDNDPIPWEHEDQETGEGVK
TEAD-YAP block – TEAD-YAP interaction inhibition, primary screen, TEAD-YAP interaction inhibitor project, luminescence, HEK-TIYL cells; TEAD-Gal4/YAP UAS-luciferase luminescence; inhibition, % at 9.12 µM; 640,000 tested, 1.4% active; AID 1259422, 2018; in the data active means inhibition above about 32%;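 further: 0% = median of test compound wells and 100% = reference inhibitor wells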
MITF primary – MITF inhibitors, primary screen, biochemical, AlphaScreen, human. Microphthalmia-associated transcription factor (Homo sapiens), O75030. AlphaScreen MITF homodimerization, bead proximity signal. inhibition, % at 2.6 µM. 650,000 tested, 0.91% active. AID 1259374, 2018; in the data active means inhibition above about 50%;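 further: 0% = vehicle wells with protein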
Target sequence (O75030 whole entry, looked up): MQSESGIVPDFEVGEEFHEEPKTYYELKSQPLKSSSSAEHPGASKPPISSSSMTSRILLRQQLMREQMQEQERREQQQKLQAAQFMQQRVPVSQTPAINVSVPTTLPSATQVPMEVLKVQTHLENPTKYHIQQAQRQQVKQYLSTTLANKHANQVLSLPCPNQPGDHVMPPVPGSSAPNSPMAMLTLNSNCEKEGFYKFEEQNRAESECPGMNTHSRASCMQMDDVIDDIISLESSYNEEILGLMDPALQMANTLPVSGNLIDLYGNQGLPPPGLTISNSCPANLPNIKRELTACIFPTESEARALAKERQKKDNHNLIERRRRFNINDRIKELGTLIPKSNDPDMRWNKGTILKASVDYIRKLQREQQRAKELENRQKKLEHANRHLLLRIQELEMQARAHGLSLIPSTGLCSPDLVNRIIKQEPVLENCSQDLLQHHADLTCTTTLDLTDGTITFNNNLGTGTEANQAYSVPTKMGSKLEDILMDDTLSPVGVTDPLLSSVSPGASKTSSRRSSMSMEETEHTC
Starred values were filed as active, the others as inactive.

SMILES | FBW7 activator | GPR151 ag | TEAD-YAP block | MITF primary
Cc1ccc(NC(=O)NCCCN2CCN(c3ccccc3)CC2)cc1C | -0.1 | 0.6 | 11.7 | 8.4
COc1ccc(-c2c(C)nn3c(N(C)CCO)c4c(nc23)CCCC4)cc1 | 0.0 | 0.6 | -23.3 | -1.9
O=C1CCC(C(=O)Nc2cccc(O)c2)N1 (stereo not given) | 0.2 | 2.6 | -2.9 | 11.8
O=C(Cc1ccccc1)Nc1cnn(-c2cccc(C(=O)Nc3cccc(CN4CCOCC4)c3)c2)c1 | -0.1 | 5.2* | 4.0 | -6.8
C[C@@H](c1ccccc1)n1c(=O)[nH]c2ncc(-c3ccc(S(C)(=O)=O)cc3)nc21 | -0.1 | -1.1 | 8.9 | -22.8
Cc1c(NC(=O)c2nn3c(c2Cl)NC(c2ccc(Cl)cc2)CC3C(F)(F)F)c(=O)n(-c2ccccc2)n1C (stereo not given) | 0.5 | -0.3 | 18.9 | 1.9
COc1cc(/C=N\NC(=O)OC(C)(C)C)ccc1OC(=O)c1cccs1 | -0.1 | -0.6 | -19.7 | -2.2
Cn1c(=O)c2c(nc(NCCO)n2Cc2ccccc2)n(C)c1=O | -0.1 | 0.7 | 29.5 | 3.3
CCCCOc1ccccc1C=C1C(=O)NC(=O)NC1=O | 0.0 | -1.4 | -0.8 | 19.3
CCCNC(=O)c1cccc(NCc2ccc3c(c2)OCO3)n1 | -0.2 | -1.1 | -6.3 | 20.4
O=C(CN1CC(=O)N2CCCC2C1=O)NCCc1ccc(Cl)cc1 (stereo not given) | 0.0 | 7.8* | -3.2 | -2.4
CCOc1cc(C2C(C(=O)OCCc3ccccc3)=C(C)NC3=C2C(=O)CCC3)cc(Cl)c1O (stereo not given) | 0.4 | -1.0 | -1.1 | 13.9
CCCCn1cnc2scc(-c3cccc([N+](=O)[O-])c3)c2c1=O | 0.1 | 2.2 | -14.6 | 3.5
O=C(c1cc2nc3c(c(C(F)(F)F)n2n1)CCc1ccccc1-3)N1CCN(c2ccccc2)CC1 | 0.0 | 0.6 | -10.4 | -2.0
O=C(NCCC(c1ccccc1)c1ccccc1)c1cc(-c2ccccc2)nc2ccccc12 | -0.1 | -0.6 | 10.7 | 34.7
O=C(Nc1ccc(Br)cn1)c1cc(Br)ccc1Cl | 0.8 | -0.7 | 43.0* | 18.4
CC1(C)NC(=O)N(CN2CCN(C(c3ccccc3)c3ccccc3)CC2)C1=O | 0.1 | 1.1 | 1.5 | 2.0
O=C(O)C1Nc2c(O)cc(Cl)c([N+](=O)[O-])c2C2C=CCC12 (stereo not given) | -0.4 | -0.6 | -6.5 | 108.0*
O=C(N/N=C/c1ccco1)C1CC1(c1ccccc1)c1ccccc1 (stereo not given) | 0.1 | -0.7 | -5.4 | -4.1
CC(C)c1cc(C=O)cc(C(C)C)c1O | 0.1 | -0.1 | 5.8 | 11.2
CCOCCCNc1nc2c(S(=O)(=O)c3cc(C)ccc3C)nnn2c2ccccc12 | -0.1 | 1.5 | -6.3 | -6.7
CCOC(=O)c1ccc(N2C(=O)c3ccc(C(=O)OCC(=O)c4ccc(OC)cc4)cc3C2=O)cc1 | 0.4 | 1.0 | -20.7 | 5.3
COc1ccc(OCc2ccc(C(=O)Oc3ccc(Cl)cc3)cc2)cc1 | -0.1 | 0.1 | 4.1 | 2.2
COc1ccc(COC(=O)C2=C(C)NC(=O)NC2c2ccc(OC)c(OCc3ccccc3)c2)cc1 (stereo not given) | 0.1 | -0.9 | -1.1 | 4.2
Cc1ccc(-n2c(SCC(=O)NC3CCCCC3)nc3c(sc(=S)n3-c3cc(C)ccc3F)c2=O)cc1 | -0.1 | 0.7 | -2.6 | -6.3
CCNC(=S)NCc1ccc(F)cc1 | -0.1 | 2.6 | 3.6 | -3.6
COC(CNS(=O)(=O)c1ccc(S(=O)(=O)N2CCC(C)CC2)cc1)OC | 0.0 | -0.3 | 2.0 | -17.0
Cc1cc(-c2ccccc2)nc2cc(C(=O)Nc3cccc(Cl)c3)nn12 | 0.1 | 0.4 | 8.2 | -9.4
NC(=O)NC(=O)COC(=O)[C@H](Cc1ccccc1)NC(=O)OCc1ccccc1 | -0.1 | -0.9 | 2.2 | 9.8
CCOC(=O)N1CCN(CCC(=O)Nc2ccccc2F)CC1 | 0.0 | -0.6 | -7.7 | -8.4
Cc1ccc(CSc2ccc(-c3ccccn3)nn2)cc1 | 0.0 | -0.9 | -19.6 | 28.0
COc1ccccc1-n1nc(C(=O)NCc2ccco2)c2ccccc2c1=O | -0.1 | 2.5 | 6.2 | -2.4
CC(C(=O)c1ccc(Cl)cc1Cl)n1c[n+](N)cn1 (stereo not given) | 0.0 | 5.2* | 10.8 | -6.0
COc1ccc(/C=C2/C(=O)NN(c3cccc(Cl)c3)C2=O)cc1[N+](=O)[O-] | 0.4 | 1.3 | 4.6 | 9.3
Cc1ccc(C(=O)Nc2nnc(SCC(=O)Nc3ccc(F)c([N+](=O)[O-])c3)s2)cc1 | 0.1 | 0.9 | 82.9* | -2.7
Cc1cccc(-n2cc(-c3ccccc3)c3c(N4CCC(Cc5ccccc5)CC4)ncnc32)c1 | 0.2 | -0.1 | -0.8 | -0.8
CC(=O)NC1=NN(C(C)=O)C(c2c(Cl)cccc2Cl)S1 (stereo not given) | 0.1 | -0.6 | 13.7 | 10.4
O=C(Nc1ccc(-c2nc3ccccc3o2)cc1)c1ccccc1Br | -0.2 | 0.6 | -79.3 | -4.8
CCCc1cc(C(=O)Cc2ccc(C(=O)OCC)o2)c(O)cc1O | 0.2 | 0.8 | 2.4 | 2.5
COC(=O)Cc1nc(Nc2ccc(F)cc2)c2c(C)c(C)sc2n1 | -0.1 | 1.4 | 8.4 | 23.7
Cc1ccc(C(=S)N2CCCCC2)cc1 | -0.2 | 0.4 | 0.0 | 1.0
O=C(c1ccc2c(c1)N(Cc1ccc(F)cc1Cl)C(=O)CS2)N1CCCC1 | 0.7 | -0.2 | -2.6 | -4.2
CC(C)(C)n1nc2c(c1-n1cccc1)CN(C(=O)/C=C/c1ccc3c(c1)OCO3)C2 | 0.3 | -0.7 | -0.9 | 10.9
Cc1cccc(NC(=O)c2ccccc2N(Cc2ccccc2)S(C)(=O)=O)c1 | -0.1 | -1.3 | -8.5 | -5.0
Clc1nc(NCc2nc3ccccc3[nH]2)c2[nH]cnc2n1 | 0.1 | -1.7 | -12.9 | 17.3
CCOC(=O)CN(C)C1CCC(=O)N(CCC(C)C)CC1 (stereo not given) | 0.1 | 1.2 | 1.3 | 11.6
O=c1c2cccc3cc(S(=O)(=O)O)cc(c32)c2nc3ccccc3n12 | -0.2 | 0.3 | 4.9 | 25.7
N#Cc1c(NC(=O)C2CC(c3c(F)cccc3Cl)=NO2)sc2c1CCC2 (stereo not given) | -0.1 | -0.5 | -1.4 | -8.7
Cc1cc(C(=O)N(Cc2ccccc2)C(C)C2CC2)c(Cl)cc1Cl (stereo not given) | 0.0 | -0.6 | -10.9 | 3.2
CC(=O)c1cccc(-c2nc(C)cc(Nc3ccccc3)n2)c1 | 0.5 | -2.9 | -49.7 | 18.3

Continued.
SMILES | FBW7 activator | GPR151 ag | TEAD-YAP block | MITF primary
Cc1cc(NCCc2ccccn2)nc(Nc2ccc(N3CCOCC3)cc2)n1 | 0.0 | 3.3 | 6.2 | 2.8
CC(C)(C)c1cc(NC(=O)COc2ccccc2F)n(CCO)n1 | 0.1 | -0.5 | 7.1 | 12.7
CCC(=O)NCCNc1nc2cc(C)ccc2cc1C#N | -0.1 | 1.0 | 0.8 | 5.3
CCOc1ccc(S(=O)(=O)N2CCC(C(=O)N(CC)CCO)CC2)cc1 | 0.0 | 1.4 | 13.0 | 1.1
COc1ccc(S(=O)(=O)N(C)CC(=O)Nc2ccc(C(N)=O)cc2)cc1OC | 0.3 | 0.0 | 2.3 | 10.1
O=C(NC1CCCCC1)C(c1ccncc1)N(C(=O)c1ccco1)c1ccc(F)cc1 (stereo not given) | 0.1 | -1.3 | -2.5 | 6.0
Cc1ccc(N2C(=O)N(CC(=O)Nc3ccccc3C(F)(F)F)C(=O)C2C)cc1 (stereo not given) | 0.0 | 2.5 | -3.6 | -3.2
CC(NC(=O)C1OC2OC(C)(C)OC2C2OC(C)(C)OC12)C(=O)Nc1ccccc1 (stereo not given) | 0.1 | 2.0 | 5.2 | 7.8
O=S(=O)(N/N=C\c1c[nH]c2ccccc12)c1ccccc1 | -0.2 | -1.1 | 30.3 | -3.4
CCOC(=O)c1ccc(NC(=O)CSc2nc3cc(C(=O)OC)ccc3c(=O)n2Cc2ccco2)cc1 | 0.0 | -1.4 | -10.1 | 8.5

Part of the list above in order of number of heavy atoms, smallest number first:
SMILES | FBW7 activator | GPR151 ag | TEAD-YAP block | MITF primary
Cc1ccc(C(=S)N2CCCCC2)cc1 | -0.2 | 0.4 | 0.0 | 1.0
CC(=O)NC1=NN(C(C)=O)C(c2c(Cl)cccc2Cl)S1 (stereo not given) | 0.1 | -0.6 | 13.7 | 10.4
CCOC(=O)CN(C)C1CCC(=O)N(CCC(C)C)CC1 (stereo not given) | 0.1 | 1.2 | 1.3 | 11.6
CCCNC(=O)c1cccc(NCc2ccc3c(c2)OCO3)n1 | -0.2 | -1.1 | -6.3 | 20.4
CC(C)(C)c1cc(NC(=O)COc2ccccc2F)n(CCO)n1 | 0.1 | -0.5 | 7.1 | 12.7
Cc1cc(-c2ccccc2)nc2cc(C(=O)Nc3cccc(Cl)c3)nn12 | 0.1 | 0.4 | 8.2 | -9.4
COc1ccc(-c2c(C)nn3c(N(C)CCO)c4c(nc23)CCCC4)cc1 | 0.0 | 0.6 | -23.3 | -1.9
NC(=O)NC(=O)COC(=O)[C@H](Cc1ccccc1)NC(=O)OCc1ccccc1 | -0.1 | -0.9 | 2.2 | 9.8
CC(NC(=O)C1OC2OC(C)(C)OC2C2OC(C)(C)OC12)C(=O)Nc1ccccc1 (stereo not given) | 0.1 | 2.0 | 5.2 | 7.8
CCOc1cc(C2C(C(=O)OCCc3ccccc3)=C(C)NC3=C2C(=O)CCC3)cc(Cl)c1O (stereo not given) | 0.4 | -1.0 | -1.1 | 13.9
O=C(c1cc2nc3c(c(C(F)(F)F)n2n1)CCc1ccccc1-3)N1CCN(c2ccccc2)CC1 | 0.0 | 0.6 | -10.4 | -2.0
CCOC(=O)c1ccc(N2C(=O)c3ccc(C(=O)OCC(=O)c4ccc(OC)cc4)cc3C2=O)cc1 | 0.4 | 1.0 | -20.7 | 5.3
Cc1ccc(-n2c(SCC(=O)NC3CCCCC3)nc3c(sc(=S)n3-c3cc(C)ccc3F)c2=O)cc1 | -0.1 | 0.7 | -2.6 | -6.3

Other entries.
SMILES | FBW7 activator | GPR151 ag | TEAD-YAP block | MITF primary
Cc1c(C(=O)C(=O)N2CC=C(c3ccccc3)CC2)c2ccccc2n1C | -0.1 | -1.7 | 52.5* | -1.5
COc1cccc(/C=N/NC(=O)Nc2ccccc2)c1O | 0.1 | -0.1 | -44.3 | -3.3
COc1ccc(N(CC(=O)NCCC2=CCCCC2)S(C)(=O)=O)cc1Cl | 0.1 | 1.7 | -6.8 | -1.3
NC(=O)c1ccc(NS(=O)(=O)c2ccc(Cl)cc2F)cc1 | 0.0 | 0.1 | -3.4 | 5.3
Cn1c(=O)n(CC(=O)Nc2ccc(F)cc2F)c(=O)c2ccccc21 | 0.0 | -0.4 | -6.3 | -7.5
CN(C)CCCNC(=S)Nc1ccc(Cl)cc1 | -0.2 | -0.5 | -5.5 | -12.9
COc1ccc(-n2c(SCC(=O)Nc3ccc([N+](=O)[O-])cc3Cl)nc3[nH]ncc3c2=O)cc1 | 0.0 | 0.4 | 32.5* | 5.0
CSc1ccccc1C(=O)Nc1nc(-c2ccc(C#N)cc2)cs1 | -0.1 | 2.8 | -2.3 | -7.2
COc1cccc(C(=O)NCC2CCCN(C(=O)c3cnsn3)C2)c1OC (stereo not given) | 0.4 | -0.7 | 0.7 | 11.3
CCCn1c(N)c(C(=O)CCl)c(=O)n(C)c1=O | 0.7 | -2.1 | 8.8 | 9.0
CCOCCn1c(=O)c2c(nc3n(CCc4ccccc4)c(C)cn23)n(C)c1=O | -0.2 | 0.5 | 16.2 | -2.8
COc1cc(OC)cc(C(=O)NCC(c2ccsc2)N2CCOCC2)c1 (stereo not given) | -0.1 | 1.4 | -9.4 | -4.8
CC(=O)Nc1ccc(Nc2nc(N3CCCC3)nc(N3CCCC3)n2)cc1 | -0.2 | -1.5 | 2.4 | -0.2
CN(CCc1ccccn1)CC(=O)N1CCc2ccccc21 | -0.5 | 0.4 | 4.5 | 93.0*
Cn1nccc1Nc1nccc(NCCCN2CCCC2=O)n1 | 0.3 | 1.8 | -7.0 | 1.2
Cc1cc(C)nc(SCC(=O)N(C)C)n1 | 0.7 | -1.5 | -1.9 | 5.1
Oc1cccc(Nc2nc(-c3ccc(F)cc3)cs2)c1 | 0.1 | -0.3 | 8.1 | 4.3
O=C1/C(=C/c2cccnc2)CCC/C1=C\c1cccnc1 | -0.1 | 0.0 | 86.8* | -16.8
C/C(=N\NC(=O)CCc1c(C)n[nH]c1C)c1ccc(Br)cc1 | -0.1 | 0.6 | -9.0 | 3.9
COc1ccc(N2C(=O)CN(C3CCSCC3)CC23CCCC3)cc1 | 0.7 | 1.2 | 5.3 | 34.8
CC(C)CC(C(=O)Nc1cccc(Cl)c1)N1C(=O)c2ccccc2C1=O (stereo not given) | 0.0 | 0.1 | -4.3 | 8.4
COCCCNCCOCCOc1c(C)cc(C)cc1C | -0.1 | 0.0 | 6.0 | 37.6
